ADAM17 inh: inhibitors of human ADAM17; recombinant ADAM17, EDANS/DABCYL FRET peptide cleavage; inhibition, % at 6.95 µM; hit rate 0.83% among 370,000; AID 720648;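 active = inhibition above the mean of compounds lying between control limits plus 3 SD, set per campaign, cut at about 8.5% in these data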;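 also: 0% = DMSO-only wells as the low control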
ARFGAP1 inh: rat ARFGAP1 inhibition; AID 651572; inhibition, % at 16.5 µM; Arfgap1-stimulated ARF1 GTP hydrolysis, GDP FP detection; hit rate 0.26% among 360,000;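 active = inhibition above a per-plate limit, mean inhibition of low control wells plus 3 SD, cut at about 25% in these data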;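 also: 0% = DMSO wells with enzyme and 100% = wells lacking Arfgap1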
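Repeats: one replicate per compound; assay system: rat Arfgap1 catalytic domain, aa 1-136; times: enzyme reaction 120 min at 25 °C after 20 min preincubation; detection: FP of antibody-bound GDP Alexa 633 tracer, ex 620/em 688 nm; benchmarks: high control wells lacking Arfgap1, low control full reaction with DMSO; reagent: human ARF1(Δ1-17)-GTP substrate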
MBD2 inh: blocks human MBD2 binding to methylated DNA; Q9UBB5; TR-FRET, MBD2 binding to methylated oligonucleotide; inhibition, % at 4.4 µM; hit rate 0.31% among 370,000; in the data active = inhibition above about 13%
PLC-beta3 inh: PLC-beta3 (human) inhibition, primary screen | Purified PLC-beta3, fluorogenic substrate, fluorescence | inhibition, % at 12.2 µM | hit rate 0.18% among 370,000 | AID 720704; in the data active = inhibition above about 11%;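 also: 0% = median of compound wells on plate and 100% = full blocker control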
Target sequence (Q01970 whole entry, looked up): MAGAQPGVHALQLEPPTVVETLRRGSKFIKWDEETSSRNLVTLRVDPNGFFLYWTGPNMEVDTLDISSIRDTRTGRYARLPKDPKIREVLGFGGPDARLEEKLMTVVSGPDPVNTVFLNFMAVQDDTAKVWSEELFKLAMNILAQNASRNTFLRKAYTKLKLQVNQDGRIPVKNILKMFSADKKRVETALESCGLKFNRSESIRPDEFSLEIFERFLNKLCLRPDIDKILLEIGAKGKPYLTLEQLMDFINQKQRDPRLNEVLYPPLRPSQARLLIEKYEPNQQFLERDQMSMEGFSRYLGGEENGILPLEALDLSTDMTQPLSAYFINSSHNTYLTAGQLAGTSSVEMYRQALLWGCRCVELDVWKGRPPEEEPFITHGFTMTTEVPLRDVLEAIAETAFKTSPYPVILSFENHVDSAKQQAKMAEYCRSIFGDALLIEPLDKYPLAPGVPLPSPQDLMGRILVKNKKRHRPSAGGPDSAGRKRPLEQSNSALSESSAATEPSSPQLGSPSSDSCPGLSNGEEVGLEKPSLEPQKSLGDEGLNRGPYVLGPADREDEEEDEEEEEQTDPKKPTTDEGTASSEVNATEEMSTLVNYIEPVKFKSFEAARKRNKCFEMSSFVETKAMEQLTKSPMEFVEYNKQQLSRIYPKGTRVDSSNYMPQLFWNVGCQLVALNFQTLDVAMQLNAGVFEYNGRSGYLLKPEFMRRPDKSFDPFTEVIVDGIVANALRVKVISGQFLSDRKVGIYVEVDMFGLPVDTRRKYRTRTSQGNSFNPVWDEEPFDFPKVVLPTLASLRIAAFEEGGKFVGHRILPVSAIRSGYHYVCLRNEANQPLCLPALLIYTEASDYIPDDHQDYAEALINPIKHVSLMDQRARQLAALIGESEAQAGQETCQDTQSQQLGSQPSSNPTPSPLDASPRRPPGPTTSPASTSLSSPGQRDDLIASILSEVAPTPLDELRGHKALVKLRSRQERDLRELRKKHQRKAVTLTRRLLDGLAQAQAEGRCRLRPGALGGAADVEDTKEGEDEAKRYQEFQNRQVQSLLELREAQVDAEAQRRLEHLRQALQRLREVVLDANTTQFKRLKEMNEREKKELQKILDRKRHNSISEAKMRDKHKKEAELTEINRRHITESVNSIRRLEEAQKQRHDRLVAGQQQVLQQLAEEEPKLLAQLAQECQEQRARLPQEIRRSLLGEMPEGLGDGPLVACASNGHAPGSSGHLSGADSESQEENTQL
PLC-gamma1 inh: inhibitors of human phospholipase C gamma1; P19174; purified PLC-gamma1, fluorogenic substrate, fluorescence; inhibition, % at 12.2 µM; hit rate 0.84% among 370,000; AID 720700; in the data active = inhibition above about 9.5%
KLK7 zymogen act: activates the human kallikrein-7 zymogen | purified proKLK7, EDANS-DABCYL substrate fluorescence; 100% is mature enzyme control, 0% vehicle | activation, % at 7 µM | hit rate 0.9% among 370,000 | AID 652039;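 active = activation above the mean of all tested compounds plus 3 SD, computed per campaign excluding outliers beyond control limits, cut at about 13% in these data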
DDE Tn7 FP inh: DD(E)-Tn7 binding inhibition, primary FP screen. P02675. FP displacement of FITC-Tn7 peptide from fibrin DD(E); 0% = median of compound wells per plate. inhibition, % at 8.3 µM. hit rate 0.13% among 370,000;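 active = inhibition above the mean of compounds falling within the control limits plus 3 SD of them, cut at about 14% in these data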;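 also: 0% = plate median of compound wells and 100% = 10 µM Aha-Tn7 peptide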
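Assay system: Human clot-derived fibrin DD(E) complex | Buffer or medium: Tris/NaCl/CaCl2 buffer, pH 7.8 | Repeats: One replicate per compound | Benchmarks: Aha-Tn7 high control | Measure: % inhibition scaled between sample-field median and high-control FP | Schedule: 10 min plus 3 h, room temperature | Signal: Fluorescence polarization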
ASAP1 GAP inh: inhibitors of human ASAP1 ArfGAP activity. Q9ULH1. ASAP1-stimulated ARF1 GTP hydrolysis, GDP FP detection. inhibition, % at 16.5 µM. hit rate 0.19% among 360,000; in the data active = inhibition above about 25%;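 also: 0% = vehicle with enzyme and substrate and 100% = no enzyme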
UHRF1 binding: human UHRF1 methylated DNA binding inhibitors | hit rate 0.75% among 370,000 | inhibition, % at 4.4 µM | UHRF1 binding to methylated oligo, TR-FRET | Q96T88; in the data active = inhibition above about 21%;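 also: UHRF1 SRA domain binding a hemimethylated CpG hairpin DNA probe; 0% = median of test compound wells and 100% = reference inhibitor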
DDE Tn6 FP inh: disrupts Tn6 cyclic peptide binding to fibrin D-Dimer-E complex. P02675. Fibrin DD(E) TRITC-Tn6 fluorescence polarization displacement. inhibition, % at 8.3 µM. hit rate 0.21% among 370,000;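 active = inhibition above a per-campaign cutoff: mean of compounds within control limits plus 3 SD, cut at about 15% in these data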;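 also: 0% = median of all compound wells on the plate and 100% = blocking peptide control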
* marks the source's active call; other numbers are inactive results; i = inactive.

SMILES	ADAM17 inh	ARFGAP1 inh	MBD2 inh	PLC-beta3 inh	PLC-gamma1 inh	KLK7 zymogen act	DDE Tn7 FP inh	ASAP1 GAP inh	UHRF1 binding	DDE Tn6 FP inh
Nc1nc(SCC(=O)Nc2cc(-c3ccccc3)nn2-c2ccccc2)n[nH]1	-2	12	-6	3	1	0.3	-13	1	0	7
O=C(NC(=S)Nc1ccc2ncccc2c1)c1ccccc1	0	1	-4	-21	-13	0.5	-8	2	-2	0
Cc1cc(C(=O)OCC(=O)Nc2ccccc2Cl)c(C)o1	2	1	2	-2	0	-0.1	-3	5	2	-9
CN(C)c1ccc(CN(C(=O)/C=C/c2ccccc2Cl)C2CCS(=O)(=O)C2)cc1 (configuration not stated)	-6	-4	5	1	2	0.4	-1	-1	0	-2
CCN(C[C@H]1N[C@@](CC)(C(=O)OC)[C@H]2C(=O)N(C)C(=O)[C@@H]12)S(=O)(=O)c1ccc(OC(F)(F)F)cc1	0	3	-4	2	-1	0.2	-1	-1	0	2
O=C1c2ccsc2SCCN1Cc1cccc(Cl)c1	-3	4	3	0	2	0.3	-2	-4	-2	4
COc1cccc(-c2nc(CS(=O)(=O)CC(=O)N3CCN(C4CCCCC4)CC3)c(C)o2)c1	2	5	-5	1	0	0.5	-6	-4	0	1
COc1ccc(/C=N/NC2=NS(=O)(=O)c3ccccc32)cc1	-3	1	0	-9	-3	-0.1	-4	-5	2	11
O=C(NC1(C(F)(F)F)NC(=O)N(c2ccc(F)c(Cl)c2)C1=O)c1ccncc1 (configuration not stated)	-3	14	0	2	1	-0.1	4	0	1	-3
CC(C)(C)C(=O)Nc1ccc(S(=O)(=O)Nc2nccs2)cc1	0	7	2	-2	3	0.3	-4	-7	-1	0
C[C@H]1CCC[C@]2(O[C@@H](CCO)C[C@H](O)[C@H]2O)O1	-3	-5	6	-6	-2	0.3	5	3	3	-2
CCN(C[C@H]1N[C@@](CC)(C(=O)OC)[C@H]2C(=O)N(Cc3ccccc3)C(=O)[C@@H]12)S(=O)(=O)c1ccc(OC(F)(F)F)cc1	5	1	-2	-8	3	0.6	-5	-2	17	-2
C#CCOCCOCCOCCNc1nc(N2CCN(C(=O)[C@H]([C@@H](C)CC)n3cc([C@@H](N)CO)nn3)CC2)nc(N2CCN(C(=O)[C@H](CCCCN)n3cc([C@@H](N)CC(C)C)nn3)CC2)n1	-1	-3	-2	1	5	0.6	-3	-3	6	-1
O=C(CSc1nnc(C2COc3ccccc3O2)o1)N1CCCc2ccccc21 (configuration not stated)	1	-9	-6	2	2	-0.1	0	15	0	-3
CN1C(=O)C(CC(=O)Nc2ccc3c(c2)Cc2ccccc2-3)N(C)C1=O (configuration not stated)	1	0	4	4	3	0.2	-2	-11	-4	-7
CCc1nc(NCC2CCCO2)c(C#N)c2c1COC(C)(C)C2 (configuration not stated)	-177	-1	-4	-53	-42	0.8	-4	4	-3	3
CC(=O)Nc1cccc(NC(=O)CSc2nc(=O)n3cccc(C)c3n2)c1	0	7	-7	7	2	0.2	0	0	-2	-5
Cc1ccccc1C(=O)N/N=C/c1cccc2ccccc12	2	-5	-3	-10	0	-0.1	0	-17	-1	-2
O=C(c1ccc(N2C(=O)c3ccccc3C2=O)cc1)N1CCN(S(=O)(=O)c2ccccc2F)CC1	-2	-9	-3	1	2	0.8	3	-9	-1	-2
CCOc1ccc(Nc2c3ccccc3nc3ccccc23)cc1	-169	0	-1	-111	-66	4.4	-1	-14	-5	-10
CC(=O)c1cn(CC(=O)Nc2ccccc2Cl)c2ccccc12	-1	6	0	-4	3	-0.6	-3	0	1	-2
O=C(O)C(F)(F)S(=O)(=O)O	-1	2	-2	1	3	0.4	-5	17	3	-10
Cc1sc(NC(=O)CN(Cc2ccc(F)cc2)C(=O)C(C)C)c(C(N)=O)c1C	-4	5	0	1	-5	-0.7	0	1	2	7
CCOC(=O)CN(Cc1sccc1C)C(=O)Nc1cccc(OC)c1	0	-14	-6	2	2	0.6	6	-1	-4	-3
COc1ccc(S(=O)(=O)N(CC(=O)NC2CC3CCC2C3)c2ccccc2OC)cc1 (configuration not stated)	3	5	3	-3	3	0.6	-4	8	0	-2
Cc1ccc2[nH]c3c(c2c1)CN(C(=O)CN1CCN(Cc2ccc4c(c2)OCO4)CC1)CC3	-2	1	1	-35	-26	6.1	0	-8	-2	3
CC1(C)CC(=O)C2=C(C1)Nc1ccccc1NC2c1ccc(F)cc1 (configuration not stated)	-1	12	-3	-10	-9	-0.7	0	3	1	-1
CN(C)S(=O)(=O)c1ccc(C(=O)N2CCOCC2)cc1	-3	5	1	-3	2	0.0	7	-2	-1	-4
O=C(CSc1nnc(-c2ccccc2)o1)Nn1cnnc1	-1	0	-3	-3	-4	-0.1	-1	-3	-2	5
O=S1(=O)CCN(OCc2ccc(Cl)cc2)CC1	-2	-17	2	2	-3	-0.5	1	2	2	1
CN(C)CC(C)(C)CNC(C(=O)Nc1ccc(Cl)cc1C(F)(F)F)c1ccccc1 (configuration not stated)	1	-8	-2	2	3	-0.2	5	-13	3	9
O=C(Cn1cnc2c(cnn2-c2ccccc2)c1=O)c1ccc(Cl)cc1	-1	3	1	3	0	-0.2	-2	-7	-2	5
CCNC(=O)Nc1ccc2c(c1)c(=O)n(C)n2Cc1ccc(Cl)cc1	i	-5	0	i	-419	28*	-2	7	0	-6
CC(C)CNc1ncnc2[nH]ncc12	1	0	-7	6	4	-0.1	-6	-12	1	5
CCc1ccccc1NC(=O)CSc1n[nH]c(C)c1[N+](=O)[O-]	-2	11	0	3	0	0.8	-6	-4	1	-5
Cc1cnc(C(=O)OC(C(=O)Nc2cc(C(F)(F)F)ccc2Cl)c2ccccc2)cn1 (configuration not stated)	-4	10	4	-8	0	-0.1	4	-4	2	-5
COc1ccccc1OCCNC(=O)c1ccco1	-3	-14	1	-7	2	0.0	2	-3	0	-1
O=[N+]([O-])c1cc(Cl)ccc1-c1nc(-c2ccccc2)no1	-1	16	7	3	8	-0.2	3	7	5	-4
CCCNc1nc(C)cc(-c2cc(-c3ccccc3)on2)n1	-13	4	0	-28	-27	-1.8	13	6	-1	3
O=C(O)CCCC(=O)Nc1nc2n(n1)C(c1ccc(F)cc1)CC(c1ccc(Cl)cc1)N2 (configuration not stated)	-16	0	3	-90	-70	0.6	-8	10	-4	-10
C/C=C(\CS(=O)(=O)c1ccccc1)S(=O)(=O)c1ccccc1	1	0	2	0	4	0.6	-2	-9	1	-2
COc1ccc(-c2nc3cc(C)c(Br)c(C)n3c2CC(C)(C)C)cc1OC	-1	10	-3	3	1	0.1	4	-5	3	-6
O=C(O)/C=C/C(=O)Nc1ccc(OC(F)F)cc1	-4	6	-5	-3	0	0.3	1	6	-1	4
CCN(CC)C(=O)c1ccc(NS(=O)(=O)c2ccccc2)cc1	1	1	-5	6	5	0.7	5	-2	1	8
CC1CN(C(=O)c2cccc(S(=O)(=O)N3CCN(c4ccccc4)CC3)c2)CC(C)O1 (configuration not stated)	2	0	4	-3	4	-0.6	-8	-10	-2	1
COc1cccc(C(=O)OCC(=O)NC(=O)NC2CCCC2)c1O	4	12	-3	-2	-2	4.0	3	2	-2	-2
CCN(c1ccccc1)S(=O)(=O)c1ccc(C(=O)NCc2ccco2)cc1	3	13	-3	0	0	0.3	8	3	0	7
COC(=O)[C@H](CC(C)C)NC(=O)NCCCc1ccccc1	-1	8	0	0	-1	-0.5	4	-4	-2	-1
Cc1[nH]n(C(N)=S)c(=O)c1C(c1ccccc1)C(C#N)C#N (configuration not stated)	-1	1	-1	1	2	0.1	-12	13	-10	-6
COc1ccccc1N1CCN(C(=O)C(Sc2ccccc2)c2ccccc2)CC1 (configuration not stated)	6	4	0	0	3	0.6	-4	-8	-1	-1
COc1ccc(C(=O)Nn2cnnc2)cc1OC	-4	1	8	-7	0	0.2	2	5	-1	-11
C(=C\c1ccccc1)/CN1CCN(C(c2ccnc3ccccc23)c2nnnn2C2CCCCC2)CC1 (configuration not stated)	3	4	-1	4	1	0.3	6	1	1	3

Source: PubChem BioAssay (The Scripps Research Institute Molecular Screening Center)
